Pf apPOL inh: Pf-apPOL DNA polymerase inhibition; AID 1794808; Recombinant Pf-apPOL, molecular beacon fluorescence, 1.5 h; hit rate 0.25% among 210,000; inhibition, % at 10 µM
mHTT-CaM PPI inh: inhibitors of human mutant huntingtin-calmodulin interaction; P42858; AlphaScreen His-mHTT/GST-CaM binding, luminescence; inhibition, % at 15 µM; hit rate 3.6% among 190,000;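 note: 0% = both proteins with DMSO and 100% = one protein alone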
Active calls of the source: *; x = no result given; & = joins results of further samples. Cut-off read from the data, not from the text of the source: active = inhibition above about 50%; inactive = the rest.

Sequence of screens: Pf apPOL inh | mHTT-CaM PPI inh
Cc1cccc(NC(=O)N2CCCC(CCC(=O)NCc3cccc(F)c3)C2)c1 (stereo unspecified)
 : -3 | -7
CCOCC(=O)N1CCc2[nH]nc(-c3ccc(C)cc3)c2C1
 : -5 | 3
COc1ccc(C(=O)NCc2cccnc2)cc1Br
 : -17 | -2
Cc1cc(OCC(O)CN2CCN(c3ccccc3)CC2)ccc1C(C)C (stereo unspecified)
 : -6 | 30
CN1CCN(C(=O)Nc2ccccc2)CC1
 : 1 | -9
CCn1c2c(c3ccccc31)CN(C(=O)c1ccc(C#N)cc1)CC2
 : -4 | 54*
CC(Cc1nsc(Nc2ccccc2)n1)=NNc1cc(Cl)ccc1Cl
 : 0 | x
Cc1ccc(S(=O)(=O)N2CCc3nc(NC(=O)c4ccc(F)c(F)c4)sc3C2)cc1
 : -5 | 12
Cc1cc(C)c(NS(=O)(=O)c2ccc(NC(=O)CCc3ccccc3)cc2)c(C)c1
 : -5 | -1
COCCC1CCN(C(=O)CN(C)C(=O)Cc2ccsc2)CC1
 : 0 | -6
CCOC(=O)CCSC1=NC(c2cccs2)C(C(=O)OCC)=C(C)N1 (stereo unspecified)
 : -3 | x
O=C(Nc1ccccc1Cl)N1CCN(Cc2nc3cccnc3n2-c2ccccc2)CC1
 : 1 | 11
CC(C)CC(=O)N1CCc2c(c(C(=O)NCc3ccc(F)cc3)nn2C)C1
 : -1 | 59*
CC(C)OC(=O)CNc1n[nH]c(=S)[nH]c1=O
 : x | -1
Cc1ccc(C(=O)Nc2ccc([N+](=O)[O-])cc2)cc1S(=O)(=O)N1CCOCC1
 : 3 | -7
C#CCN([C@@H](C)C(=O)OCC)S(=O)(=O)c1ccc(Br)cc1F
 : -1 | -4
CN(C)c1ccc(C2C=C(c3ccccc3)Nc3nnnn32)cc1 (stereo unspecified)
 : 2 | 12
CCCOc1ccc(/C=c2\sc3nc(-c4ccc(OC)cc4)nn3c2=O)cc1
 : -9 | 29
Cn1c(=O)c2c(nc(Oc3ccc(F)cc3)n2C)n(C)c1=O
 : -5 | -4
COC(=O)C(C)NC(=O)N1CCOc2ccc(C)cc21 (stereo unspecified)
 : -7 | 4

Next section
Sequence of screens: Pf apPOL inh | mHTT-CaM PPI inh
O=C(Nc1ccccc1Br)N1CCc2nc(-c3ccc(F)cc3)ncc2C1
 : 5 | 6
CCCCN1C(=O)C(C)(C(=O)Nc2ccc(OC)c(F)c2)Oc2cccnc21 (stereo unspecified)
 : -2 | -7
COc1cc2c(cc1OC)C(C(=O)NCCCOC(C)C)C(c1cccs1)N(C)C2=O (stereo unspecified)
 : -2 | 4
COc1ccc(C(NC(C)=O)c2cc([N+](=O)[O-])c3cccnc3c2O)cc1 (stereo unspecified)
 : -7 | 100*
O=C(NCc1cccnc1)c1ccnc(-c2cccs2)c1
 : 2 | -2
CN(C)CCNC(=O)c1cc2c(=O)oc3ccccc3c2s1
 : 3 | 6
O=C(CN1CCN(C(=O)c2ccc3c(c2)OCO3)CC1)c1cccs1
 : -4 | -8
CCC(C)c1ccc(NC(=O)c2cccs2)cc1 (stereo unspecified)
 : 7 | -2
Cc1ccc(CNC(=O)N2CCc3c(c(-c4nc(Cc5ccccc5)no4)nn3C)C2)cc1
 : -3 | 11
O=S1(=O)[C@H]2C[C@@H]3C=C[C@@]2(CN1Cc1cccc(Cl)c1)O3
 : 1 | 0
Cc1ccc(OCCCn2cc(/C=C3/C(=N)N4C=CSC4=NC3=O)c3ccccc32)cc1C
 : 7 | 9
COc1ccccc1Nc1ncc2c(n1)CCN(Cc1cc(OC)c(OC)c(OC)c1)C2
 : -2 | -5
c1cc[n+](C[n+]2ccccc2)cc1
 : -1 | x
CC(C)(C)Nc1ncnc2c1sc1nc3c(cc12)COC(C)(C)C3
 : -7 | 3
Cc1ccc(C)c(NC(=O)CN2CCOCC2)c1
 : -8 | -5
CCOC(=O)Cn1cc(CN2C(C(=O)OC)CN(CCO)CCS2(=O)=O)nn1 (stereo unspecified)
 : -4 | -8
CC(=O)c1ccc(NC(=O)C(C(C)C)N2C(=O)c3ccccc3C2=O)cc1 (stereo unspecified)
 : 3&2 | 4&-3
Cc1ccc(C)n1CCN1CCN(S(=O)(=O)c2cc(Br)c(Br)s2)CC1
 : -1 | x
Cc1ccc(N=CC2=C(O)CC(C)(C)CC2=O)cc1C
 : -2 | -10
CC1(C)CC(=O)C2=C(C1)Nc1ccccc1NC2c1cc(F)ccc1F (stereo unspecified)
 : -3 | -2

Compound profiles, as listed above. Order of values: Pf apPOL inh, mHTT-CaM PPI inh
Cc1ccc(C)n1CCN1CCN(S(=O)(=O)c2cc(Br)c(Br)s2)CC1 reads -1, x
O=C(Nc1ccccc1Br)N1CCc2nc(-c3ccc(F)cc3)ncc2C1 reads 5, 6
Cc1ccc(OCCCn2cc(/C=C3/C(=N)N4C=CSC4=NC3=O)c3ccccc32)cc1C reads 7, 9
Cc1ccc(CNC(=O)N2CCc3c(c(-c4nc(Cc5ccccc5)no4)nn3C)C2)cc1 reads -3, 11
CC(C)(C)Nc1ncnc2c1sc1nc3c(cc12)COC(C)(C)C3 reads -7, 3

(next part)
Sequence of screens: Pf apPOL inh | mHTT-CaM PPI inh
C1=C(c2ccc(C3CCCCC3)cc2)N2CCN=C2S1
 : 5 | 28
COc1ccc(-c2c(C)nn(-c3ccccc3)c2N)cc1OC
 : -2 | 0
Cc1ccc(N2CCC(C(=O)N(C)Cc3ccccc3)C2=O)cc1Cl (stereo unspecified)
 : -2 | 14
O=C(NCCN1CCOCC1)C1CN(S(=O)(=O)c2cccs2)CC12CCCCC2 (stereo unspecified)
 : 6 | 5
COc1cccc(NC(=O)N2CCCC2c2nc(-c3cccc(C)c3)no2)c1 (stereo unspecified)
 : -3 | -4
CC(C)n1cnnc1C1CCCN(Cc2cn[nH]c2-c2cccs2)C1 (stereo unspecified)
 : 2 | 0
COc1ccccc1[C@H]1C(c2cccc(C)c2)=NN(c2ccccc2)[C@@H]1CO
 : -1 | 86*
Cc1c(C=Nc2ccc(C(C)C)cc2)sc2ccccc12
 : 2 | x
CCn1cnnc1C1CCCCN1S(=O)(=O)c1cccc(F)c1 (stereo unspecified)
 : 1 | 1
CCOC(=O)N1CCN(C(=O)c2noc3c2CCCC3)CC1
 : -3 | 3
CC(C)NC(=O)c1nc2ccccn2c1-c1ccncc1
 : -2 | -5
Cc1cccc(CC(=O)N2CCc3nc4cc[nH]n4c(=O)c3C2)c1
 : 2 | 2
O=C(CSc1nc2[nH]ncc2c(=O)n1-c1ccc(Cl)cc1Cl)Nc1ccccc1F
 : -6 | 21
Cc1ccc(C(=O)Nc2ccc3c(c2)OCO3)c(Cl)c1
 : -4 | -3
O=C(Nc1ccc(F)cc1)C1CCCN(c2ncc(-c3cccc(F)c3)cn2)C1 (stereo unspecified)
 : 2 | 0
COc1ccc(CNC(=O)C2(C)Cc3ccccc3C(=O)N2C2CCCCC2)cc1 (stereo unspecified)
 : -2 | -7
O=C(c1noc2c1CCCCC2)N1CCN(c2ccccn2)CC1
 : 0 | -8
Cc1cc(Cl)ccc1N(CC(=O)O)S(C)(=O)=O
 : -4 | -1
COC(=O)CNC(=O)CSc1ccccn1
 : -11 | x
CCn1c(=O)c2c(ncn2Cc2ccc(F)c(F)c2)n(-c2ccc(C)cc2)c1=O
 : 2 | 8

Pulled by compound from the entries so far:
Sequence of screens: Pf apPOL inh | mHTT-CaM PPI inh
COC(=O)CNC(=O)CSc1ccccn1
 : -11 | x
COc1cccc(NC(=O)N2CCCC2c2nc(-c3cccc(C)c3)no2)c1 (stereo unspecified)
 : -3 | -4

More compounds follow.
Sequence of screens: Pf apPOL inh | mHTT-CaM PPI inh
CCOc1ccccc1NC(=O)N1CCC(C(=O)NCc2nc(C)no2)CC1
 : -3 | -21
CCOc1ncccc1CNC(=O)c1ccccc1C(F)(F)F
 : 0 | -8
N#CCN(CC#N)S(=O)(=O)c1ccc(F)cc1
 : x | -9
CCC(CO)NC(=O)C(=O)Nc1ccc(OC)cc1OC (stereo unspecified)
 : -6 | -11
Cc1ccc(C(=O)c2ccc([N+](=O)[O-])cc2)cc1C
 : 6 | 0
C=CCn1c2ccccc2c2nnc(SCC(=O)NC(C)(C)C)nc21
 : -2 | -4
COc1ccc2c(=O)c(-c3ccc(Cl)cc3)coc2c1
 : -1 | 1
Cc1cc(NC(=O)CSc2nnc(-c3ccncc3)n2-c2ccccc2)n(-c2ccccc2)n1
 : -2 | x
Cc1ccc(CNC(=O)C2CCN(c3nccc(C)n3)CC2)cc1
 : -4 | -6
COc1ccc(S(=O)(=O)N2CC3C4C=CC(C4)C3C2)cc1 (stereo unspecified)
 : 2 | -7
COc1ccc(C)cc1NC(N)=Nc1nc(C)cc(C)n1
 : 1 | -4
Cc1ccccc1C(=O)Nc1cccc(NC(=O)c2sc3ccccc3c2Cl)c1
 : -8 | 0
CC(C)n1c(NCCO)nc2ccccc21
 : -8 | -7
O=C1CCC[C@@H]2C[C@@]3(C[C@@H]4CCN1[C@H]24)Nc1ccccc1NC3=NCc1ccccc1
 : -6 | 12
O=C(NCC1CCCO1)NC1(C(F)(F)F)Oc2cc(Cl)c(Cl)cc2O1 (stereo unspecified)
 : 1 | 1
CC(C)(C)NC(=O)c1cc(NC(=O)COc2ccccc2)cc(NC(=O)COc2ccccc2)c1
 : -10 | -3
COc1cc(C(=O)Nc2ccc3oc(-c4ccccc4F)cc(=O)c3c2)cc(OC)c1OC
 : -4 | 9
O=C(NCc1csc(-c2cccs2)n1)C1CCN(C(=O)Cc2ccc(F)cc2)CC1
 : -4 | 9
Cc1cn(CCC(=O)Nc2ccc(N3CCOCC3)cc2)c2ccccc12
 : 1 | x
O=[N+]([O-])c1ccc(-c2nc(C=Nc3cc([N+](=O)[O-])ccc3Cl)c(O)o2)cc1
 : -2 | 8

Additional records
Sequence of screens: Pf apPOL inh | mHTT-CaM PPI inh
CCOc1ccc(-n2c3nc(=O)n(C)c(=O)c-3cc3ccccc32)cc1
 : -3 | -3
COc1cc(Sc2ccccc2[N+](=O)[O-])ccc1N
 : 1 | 55*
Cn1cnnc1SCC(=O)N1CCOCC1
 : -3 | -2
CN(C)C(=O)CS(=O)(=O)c1ccc(Cl)cc1
 : -2 | x
COc1cccc(C(=O)N=c2sc(C)c(C)n2CC(=O)N(C)C)c1
 : 0 | 1
Cc1ccc(C2=NN(C(=O)CN(C)C(=O)C3CC3)C(c3ccccc3)C2)cc1C (stereo unspecified)
 : -3 | 27
O=C1NC(=O)/C(=C/c2cc(Br)cc(Cl)c2O)S1
 : -2 | 60*
C#Cc1cccc(NS(=O)(=O)c2ccc(Cl)c(Cl)c2)c1
 : -8&-3 | x
CC(C)C[C@@H](CO)N1CCN(Cc2ccc(O)cc2)CCC1=O
 : -5 | 0
COc1ccc(C2=N/C(=C\C(Cl)=C\c3ccccc3)C(=O)O2)cc1Br
 : -1 | 11
CC12c3ccccc3C(c3ccccc31)C1C(=O)N(c3cccnc3)C(=O)C12 (stereo unspecified)
 : 0 | 9
COc1ccc(C(=O)C=Cc2cccc(O)c2)cc1
 : -3 | 13
Cc1cnc2n(c1=O)C(CC(=O)N1CCC(Cc3ccccc3)CC1)CS2 (stereo unspecified)
 : -6 | -15
Cc1ccc(C(C)C)cc1S(=O)(=O)NCc1ccc2c(c1)OCO2
 : 0 | -8
Cc1cc(N2CCCCC2)nc2ccc(NC(=O)Cn3nc([N+](=O)[O-])c(Cl)c3C)cc12
 : 2 | 41
O=C(Nc1ccccc1C(=O)O)c1ccc(C2SCC(=O)N2Cc2ccccc2)cc1 (stereo unspecified)
 : -6 | 6
O=[N+]([O-])c1ccc(N2CCN(CC3CCCCC3)CC2)cc1
 : 1 | 17
COc1cccc(-c2nc(C=Nc3cccc(Cl)c3C)c(O)o2)c1
 : -5 | 4
Cc1ccc(C(C(=O)Nc2ccc3c(c2)OCO3)N(C)C(=O)/C=C/c2ccc3c(c2)OCO3)cc1 (stereo unspecified)
 : 1 | 44
COc1cccc(OCCNC(C)(C)C)c1
 : 4 | 0

(list continues)
Sequence of screens: Pf apPOL inh | mHTT-CaM PPI inh
COc1ccc(Cl)cc1S(=O)(=O)n1c([N+](=O)[O-])cnc1C
 : -3 | 6
CCc1cc(C2CCCN2Cc2cc(OC)cc(OC)c2)on1 (stereo unspecified)
 : -3 | 0
COc1cccc(Cn2cccc2-c2nc(-c3ccncc3)no2)c1
 : -4 | 7
O=C(NCc1csc(C2CCCN(C(=O)Cc3cccs3)C2)n1)C1CC1 (stereo unspecified)
 : 0 | 1
COc1cc2c(cc1OC)CN(Cc1cc(OC)c(O)c([N+](=O)[O-])c1)CC2
 : -3 | -1
Cc1ccc(C(=NN(C)C)C(=O)C(F)(F)F)cc1
 : 0 | x
O=C1NC(=S)NC1=Cc1cccc(C(=O)O)c1
 : 0 | 1
CCn1c(=N)c(C(=O)NC)cc2c(=O)n3ccccc3nc21
 : -2 | -4
COc1cccc(OC2OC(COC(C)=O)C(OC(C)=O)C(OC(C)=O)C2NC(C)=O)c1 (stereo unspecified)
 : -4 | 0
Cc1cc(N2CCOCC2)cc2c3ccccc3n(C)c12
 : 10 | -15
NC(=O)C1(c2cccc(F)c2)CC1
 : -5 | -4
CCCCCCn1cc(CN2CC(N3CCN(Cc4ccccc4F)CC3)CS2(=O)=O)nn1 (stereo unspecified)
 : -9 | -17
CCC1C(=O)CN1S(=O)(=O)c1ccc(C)cc1 (stereo unspecified)
 : 1 | 5
CC1CCCC(NC(=O)CC2Sc3ccccc3NC2=O)C1C (stereo unspecified)
 : -15 | 0
COc1ccc(S(=O)(=O)CC(=O)Nc2cc(C)nn2-c2nc3ccccc3s2)cc1
 : -5 | -17
Cc1nn(CCCC(=O)N2CCCc3ccccc32)c(C)c1[N+](=O)[O-]
 : -2 | -1
CCCN1CCN(c2ncc3c(n2)CCN(Cc2cc(OC)c(OC)c(OC)c2)C3)CC1
 : -2 | 9
NNC(=O)CSc1nc2cccnc2s1
 : -2 | x
O=C(Nc1ccc2c(c1)CN(C(=O)C1CC1)CC2)Oc1ccccc1
 : -14 | -7
CC(C)(C)n1nc2c(c1NC(=O)c1ccc(Br)cc1)CS(=O)(=O)C2
 : -5 | 0
COc1ccc(N2CCN(c3nc(C(=O)N(C)C)cs3)CC2)cc1
 : -2 | 26
CC1CCN(S(=O)(=O)c2ccc(F)c(C(=O)Nc3cc(Cl)ccc3Cl)c2)CC1
 : -2 | -4

Source: PubChem (University of Kansas High Throughput Screening Laboratory)

These rows are one share of the data, so the mix of outcomes need not match the whole.
